Nrf2 ARE act – Nrf2 pathway activation | AREc32 ARE-luciferase reporter (MCF7-derived line), luminescence, 24 h | Potency, µM (highest dose often 46.1 µM), for the others: at the top dose activation, hits mostly activators | actives 0.31% (n = 410,000) | AID 624171; also: % of control where 0% means no effect; nearly all actives have a fitted effect of over 65% in size
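ARE activation measured as luciferase luminescence (Steady-Glo, 30 min RT) in AREc32_Fluc cells after 24 hr compound exposure at 37 deg C, 5% CO2; cells seeded overnight at 1000/well in OPTI-MEM, 5% FBS.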
ATXN2 expr inh – inhibitors of ATXN2 expression; HEK-293 ATXN2-luciferase reporter, luminescence, 24 h; Potency, µM (top dose mostly 57 µM), inactives show at the top dose activity change, negative = inhibition, most hits filed as inhibitors; actives 0.72% (n = 360,000); AID 1745845; also: % is scaled to controls: 0 for no effect and ±100 for the full control effect; nearly all actives have a fitted effect of over 55% in size
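ATXN2-luciferase reporter cells (luciferase flanked by upstream and downstream ATXN2 gene portions) were treated 24 h at 37 °C with compounds at up to 57 uM. SteadyGlo luminescence gave expression; GF-AFC fluorescence gave viability.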
Nrf2 block – Nrf2 pathway inhibition; Potency, µM (titrated, usually from 46 µM), for the others: at the top dose activity change, negative = inhibition, hits mostly inhibitors; AID 504444; actives 2.1% (n = 360,000); A549 ARE-Fluc reporter, luciferase luminescence, 18-24 h; also: % is scaled to controls: 0 for no effect and ±100 for the full control effect; nearly all actives have a fitted effect of over 60% in size
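Nrf2 function is reported as luminescence of an ARE-controlled luciferase in A549 cells. Compounds were tested at several concentrations, and a CellTiter-Fluor read on the same wells flagged cytotoxicity.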
HepG2 viability – HepG2 cytotoxicity, counter-screen for TGF-b inhibitors; HepG2 CAGA-GFP viability, ATP luminescence, 18 h; Potency, µM (highest dose often 46.1 µM), for inactives: top-dose activity change, negative = cytotoxicity, most hits filed as cytotoxic; actives 0.76% (n = 410,000); also: some results filed as inactive show a strong effect at the top dose
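HepG2 CAGA-GFP cells (1000/well, DMEM with 1% FBS) received compound, then TGF-beta at 500 pg/mL final, and were incubated 18 hours at 37 degrees C. Viability was read by CellTiter-Glo luminescence. Media-only wells were set as complete cell-killing and DMSO as no toxicity.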
A549 viability – counter-screen for Nrf2 inhibitors: cytotoxicity in A549 cells | actives 0.16% (n = 390,000) | Potency, µM (titrated, usually from 46 µM), for inactives: at the highest dose activity change, negative = cytotoxicity, hits mostly inhibitors | A549 ARE-Fluc cells, CellTiter-Fluor viability, 18-24 h; also: % is scaled to controls: 0 for no effect and ±100 for the full control effect
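A549 ARE-Fluc cells in 5% FBS OPTI-MEM, 5000 cells/well, rested 2 h then exposed to compounds in concentration-response for 18-24 h at 37 °C. Viability by CellTiter-Fluor fluorescence (Ex 405/Em 525) after 30 min; luciferase luminescence (BugLite, 15 min, RT) read afterwards.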
EPAC2 antagonist – antagonists of human EPAC2; Q8WZA2; EPAC2 GEF exchange of Rap1B-BODIPY-GDP, fluorescence; Potency, µM (top dose mostly 114 µM), inactives show top-dose activity, negative = inhibition, most hits filed as inhibitors; actives 0.18% (n = 360,000); AID 720708; also: % is scaled to controls: 0 for no effect and ±100 for the full control effect; nearly all actives have a fitted effect of over 45% in size; many of its hits are not listed in these tables
Target sequence (Q8WZA2 whole entry, looked up): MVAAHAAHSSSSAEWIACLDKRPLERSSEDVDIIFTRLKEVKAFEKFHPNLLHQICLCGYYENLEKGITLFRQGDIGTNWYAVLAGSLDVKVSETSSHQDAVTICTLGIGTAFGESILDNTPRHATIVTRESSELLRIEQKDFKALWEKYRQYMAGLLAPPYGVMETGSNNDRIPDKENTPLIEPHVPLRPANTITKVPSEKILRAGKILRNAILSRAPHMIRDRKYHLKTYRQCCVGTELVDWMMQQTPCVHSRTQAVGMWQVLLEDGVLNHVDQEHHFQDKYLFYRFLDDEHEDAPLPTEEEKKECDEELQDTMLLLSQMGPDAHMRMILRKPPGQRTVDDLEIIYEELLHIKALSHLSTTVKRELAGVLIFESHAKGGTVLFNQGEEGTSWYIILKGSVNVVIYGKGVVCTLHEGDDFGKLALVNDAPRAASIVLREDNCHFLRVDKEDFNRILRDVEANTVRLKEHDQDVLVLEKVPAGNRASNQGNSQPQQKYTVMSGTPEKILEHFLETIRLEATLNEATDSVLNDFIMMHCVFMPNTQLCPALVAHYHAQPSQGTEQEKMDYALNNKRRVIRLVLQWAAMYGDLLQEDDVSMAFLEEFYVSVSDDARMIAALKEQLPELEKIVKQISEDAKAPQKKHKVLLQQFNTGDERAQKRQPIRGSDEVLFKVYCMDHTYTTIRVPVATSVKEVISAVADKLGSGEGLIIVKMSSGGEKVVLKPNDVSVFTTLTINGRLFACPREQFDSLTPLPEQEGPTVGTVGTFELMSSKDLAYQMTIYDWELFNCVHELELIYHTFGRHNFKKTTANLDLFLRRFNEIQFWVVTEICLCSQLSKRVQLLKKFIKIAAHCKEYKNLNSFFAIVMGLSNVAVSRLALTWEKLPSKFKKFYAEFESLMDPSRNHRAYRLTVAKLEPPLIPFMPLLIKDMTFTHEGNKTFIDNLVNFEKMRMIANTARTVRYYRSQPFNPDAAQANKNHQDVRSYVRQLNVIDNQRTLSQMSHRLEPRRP
ATXN viability – reduces viability in counter-screen for ATXN expression inhibitors; S2 cells (HEK-293 line with an ATXN2-luciferase reporter) viability, CellTiter-Fluor protease fluorescence, 24 h; Potency, µM (top dose mostly 56.7 µM), usual class: cytotoxic; actives 0.49% (n = 400,000); also: nearly all actives have a fitted effect of over 40% in size
TGFb SMAD3 inh – TGF-b pathway inhibition | HepG2 CAGA-GFP TGF-b/SMAD3 reporter, GFP fluorescence, 18 h; TGF-beta stimulated, 500 pg/mL final | Potency, µM (doses to about 46.1 µM), for inactives: top-dose activity, negative = inhibition, most hits filed as inhibitors | actives 1.2% (n = 410,000) | AID 588855; also: % is scaled to controls: 0 for no effect and ±100 for the full control effect; nearly all actives have a fitted effect of over 65% in size
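Inhibition of TGF-beta-driven CAGA-GFP reporter expression in HEPG2 cells is measured by cellular GFP fluorescence after 18 h stimulation with 500 pg/mL recombinant TGF-beta in 1% FBS medium at 37 degrees C.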
MCF10A rerep – DNA re-replication induction in MCF 10a cells | Potency, µM (titrated, usually from 46.1 µM), inactives show at the highest dose activity, positive = re-replication, hits mostly activators | actives 2.9% (n = 350,000) | MCF 10A DNA re-replication, Hoechst nuclear intensity, 48 h; also: % of control where 0% means no effect; nearly all actives have a fitted effect of over 50% in size
The depositor's hits bear a star; i = inactive; ? = inconclusive; . = not tested or not shown; [ ] = remark or other dose. Calls follow the shape of the dose curve; as a rule, active = well fitted curve in the direction sought with a large enough effect; inconclusive = small, poorly fitted or top-dose-only effect, or another doubt; inactive = no such curve, though single readings can be large; an effect the other way counts as inactive or inconclusive. Potency is read from the fitted curve at half-maximal effect.

SMILES	Nrf2 ARE act	ATXN2 expr inh	Nrf2 block	HepG2 viability	A549 viability	EPAC2 antagonist	ATXN viability	TGFb SMAD3 inh	MCF10A rerep
Cc1cc([N+](=O)[O-])nn1CC(=O)N/N=C/c1ccc(O)cc1O	-1.4%	?	?	-20.0%	-2.6%	7.4%	?	-8.9%	19.4%
CCOC(=O)c1ccc(CC(=O)c2oc3cc(O)ccc3c2C)o1	-0.1%	-14.3%	-16.7%	-30.9%	-9.2%	-7.4%	i	?	?
CCOc1ccc(NC(=O)Cn2nnc(C(=O)NCCc3ccc(OC)c(OC)c3)c2N)cc1	0.3%	-13.0%	6.5%	-6.4%	-10.8%	18.6%	i	1.4%	6.3%
O=C(Nn1c(-c2ccccc2)nc2ccccc2c1=O)c1ccco1	0.3%	8.8%	.	-1.2%	-2.5%	-1.7%	i	-10.7%	0.3%
C[N+](C)(C)CCN1C(=O)CSC1=O	0.1%	1.1%	-11.2%	-8.0%	3.0%	2.2%	i	0.6%	4.4%
CCOc1cc2[nH]c(=O)n(CCCCC(=O)N3CCN(c4ccccc4OC)CC3)c(=O)c2cc1OCC	-0.3%	-1.8%	.	2.9%	-13.4%	.	i	5.2%	.
CCCNC(=O)CSc1nc(COc2ccccc2)nc2ccccc12	0.3%	-18.3%	-11.7%	-1.7%	-3.2%	-8.7%	i	-33.4%	5.4%
COc1ccc2cc(CCNS(=O)(=O)c3ccc(C)cc3)c(=O)[nH]c2c1	-0.8%	-6.9%	-7.2%	-11.3%	0.5%	.	i	0.0%	.
Cc1nnc(NC(=O)C2CCN(S(=O)(=O)c3cc([N+](=O)[O-])ccc3Cl)CC2)o1	18.9%	-0.9%	-5.2%	-16.9%	1.4%	2.3%	?	-22.3%	1.4%
Cc1noc(/C=C/c2cccnc2)c1[N+](=O)[O-]	14.4%	?	18.4µM*	-74.6%	?	27.1%	?	?	?

One compound at a time, as listed above. Values in the order: Nrf2 ARE act | ATXN2 expr inh | Nrf2 block | HepG2 viability | A549 viability | EPAC2 antagonist | ATXN viability | TGFb SMAD3 inh | MCF10A rerep
Cc1cc([N+](=O)[O-])nn1CC(=O)N/N=C/c1ccc(O)cc1O as listed: -1.4% | ? | ? | -20.0% | -2.6% | 7.4% | ? | -8.9% | 19.4%
CCOc1cc2[nH]c(=O)n(CCCCC(=O)N3CCN(c4ccccc4OC)CC3)c(=O)c2cc1OCC as listed: -0.3% | -1.8% | . | 2.9% | -13.4% | . | i | 5.2% | .
O=C(Nn1c(-c2ccccc2)nc2ccccc2c1=O)c1ccco1 as listed: 0.3% | 8.8% | . | -1.2% | -2.5% | -1.7% | i | -10.7% | 0.3%

More results
SMILES	Nrf2 ARE act	ATXN2 expr inh	Nrf2 block	HepG2 viability	A549 viability	EPAC2 antagonist	ATXN viability	TGFb SMAD3 inh	MCF10A rerep
COc1cc(C(=O)OCC(=O)NC(=O)NCc2ccccc2)ccc1OC(F)F	-0.3%	-12.9%	4.4%	1.9%	9.8%	-4.2%	i	0.1%	2.1%
CCNc1nc(NC(C)(C)C)nc(N2CCCCC2)n1	-0.5%	0.0%	-35.0%	-56.2%	?	2.6%	?	-29.4%	18.4µM*
CN1CCOC1c1ccc(C2OCCN2C)cc1 (centres undefined)	-1.3%	6.9%	0.9%	-1.0%	1.4%	0.3%	i	-17.2%	-3.0%
COc1ccc(/C=N/NC(=O)c2cc(Br)ccc2O)cc1Cn1cc(Cl)cn1	0.6%	-4.5%	3.8%	-0.1%	-2.5%	-4.0%	i	6.9%	12.8%
CCOc1ccccc1N(C)C(=O)c1cc(S(=O)(=O)NCCc2ccc(Cl)cc2)ccc1F	-0.8%	?	.	-22.1%	-29.9%	.	?	?	.
CCOC(=O)[C@H]1[C@H]2COc3ccccc3[C@@H]2N2C(=O)c3cc(F)c(F)cc3NC(=O)[C@@]12C	0.4%	-1.4%	3.8%	-15.2%	-4.2%	-17.2%	i	-0.2%	22.1%
Cc1ccc(NC(=O)CSc2ncc3c(n2)-c2ccc(Cl)cc2N(C)S3(=O)=O)cc1F	1.1%	1.0%	?	-13.3%	-1.9%	.	i	-0.5%	.
COc1cccc(C(=O)Nc2cccc(C(C)=O)c2)c1	5.0%	36.9%	?	0.4%	-0.8%	2.0%	i	5.0%	-6.7%
Cc1ccc(NC(=O)CSc2nccn2C)cc1S(=O)(=O)N1CCOCC1	0.2%	-3.9%	-10.9%	-8.6%	2.2%	-0.5%	i	-0.4%	5.2%
CCOc1cc(Br)c(C(=O)O)cc1OCC	0.1%	4.8%	8.2%	-7.1%	14.7%	-1.2%	i	-5.7%	-2.4%
COc1cc(OC)cc(C(=O)Nc2ccc(-c3nc4ccccc4s3)cc2C)c1	0.3%	6.8%	6.3%	-11.3%	-4.6%	.	i	0.4%	.
COc1cccc(C(=O)Nc2cccc3ccccc23)c1OC	-0.3%[9.22 µM]	19.9%	11.0%	-20.4%	0.9%	-18.9%	i	-0.8%	-10.0%
CC(C)Cn1c(=O)c2c(nc3n2CCS3)n(C)c1=O	6.7%	26.5%	3.0%	-13.6%	-7.0%	3.9%	i	-9.3%	?
Cc1cc(N2CCN(C)CC2)nc2ccc(NC(=O)Nc3ccc(F)cc3)cc12	0.3%	3.6%	?	1.2%	-2.5%	.	i	-0.3%	.
Cc1ccc(C(=O)c2coc3cc([N+](=O)[O-])c(O)c([N+](=O)[O-])c23)cc1	7.0%	-0.3%	?	-6.6%	20.6µM*	-26.4%	i	-41.0%	1.1%
CC(C)Cc1cc(C(=O)NCc2cccs2)no1	5.0%	46.0%[activator]	?	-9.0%	14.8%	5.7%	i	-5.7%	6.1%
COc1ccccc1C(=O)N(Cc1ccc(C)o1)C1CCS(=O)(=O)C1 (centres undefined)	0.4%	3.1%	-0.8%	34.3%	-7.1%	11.0%	i	2.2%	-4.5%
CC1(C(=O)NS(=O)(=O)Cc2ccccc2C(F)(F)F)CCN1C(=O)C/C=C/c1ccccc1 (centres undefined)	-0.1%	-1.4%	.	8.0%	.	-8.9%	i	?	.
Cc1ccc(-n2cc(CN3CCC(O)(c4ccccn4)CC3)c(-c3ccc(F)cc3)n2)cc1	4.2%	1.5%	?	-51.0%	?	-21.8%	i	?	?
Cc1cc(C(F)F)n2nc(C(=O)Nc3cccnc3Cl)nc2n1	0.3%	-2.7%	-8.5%	-30.1%	-2.3%	17.1%	i	20.8%	1.2%
COc1ccc(OC)c(NC(=O)Cc2c(C(=O)O)n(C)c3ccccc23)c1	0.3%	-17.5%	?	8.1%	4.0%	-2.8%	i	0.0%	-0.3%
CO/N=C/NC(=O)Cc1cn(-c2ncc(C(F)(F)F)cc2Cl)c2ccccc12	0.3%	-6.8%	.	-10.6%	6.2%	-3.5%	i	-29.3%	-14.6%
O=[N+]([O-])c1ccc(N2CCOCC2)cc1NC(c1ccccc1)c1ccccc1	-0.1%	-10.9%	-4.8%	10.0%	-10.2%	10.7%	i	2.8%	14.5%
O=C(CN1CCCC1)Nc1nc(-c2ccc(Cl)cc2)cs1	18.3%	7.6%	.	-36.7%	.	-3.7%	i	0.8%	.
CCN(CC)c1ccc(/C=N/n2nnnc2N)c(O)c1	2.9%	22.7%	2.6%	-22.2%	.	-5.4%	i	27.5%	?
COc1ccc(NC(=O)CCn2cccc2)cc1	0.0%	0.3%	2.3%	6.7%	-8.6%	-12.7%	i	-1.7%	9.4%
O=C(c1cc(-c2ccccn2)nc2ccc(Br)cc12)N1CCN(S(=O)(=O)c2ccccc2)CC1	4.6%	-18.4%	15.5%	-2.0%	2.2%	-2.6%	i	6.5%	29.4%
Cc1ccc(S(=O)(=O)Nc2ccc(C(=O)N3CCCC3)cc2)c(C)c1NS(C)(=O)=O	0.3%	1.6%	-10.6%	2.5%	-13.5%	9.8%	i	15.3%	-1.5%
N#C/C(=C\c1c(N2CCOCC2)nc2ccccn2c1=O)C(=O)NC1CCS(=O)(=O)C1 (centres undefined)	0.1%	30.1%[activator]	7.3%	-8.5%	-3.6%	-11.3%	.	-18.0%	5.8µM*
CCN1C(=C2C(=O)c3ccccc3C2=O)C=Cc2ccccc21	12.7%	21.4%	?	-10.8%	-13.0%	0.5%	?	-6.0%	-5.6%
CC(C)CCNC(=O)C(=O)NCCC1=CCCCC1	2.4%	19.3%	5.6%	11.4%	-0.5%	-3.4%	i	9.3%	8.8%
O=C(Nc1nc2cc3c(cc2s1)OCCO3)c1ccncc1	3.0%	32.2%	?	-10.4%	-10.9%	-1.5%	i	-30.0%	2.2%
CCOC(=O)c1c(C)[nH]c(C(=O)OC)c1CCC(=O)OC	-0.2%	-0.3%	0.2%	12.6%	-2.0%	-4.2%	i	2.8%	-0.2%
COc1ccc(NC(=O)CN(C)CC(=O)N(C)C2(C#N)CCC(C)CC2)cc1 (centres undefined)	2.8%	-22.8%	17.7%	-1.5%	7.7%	3.1%	i	-2.8%	12.8%
CCN(CC)/[N+]([O-])=N/Oc1cc(O/N=[N+](\[O-])N(C)C)c([N+](=O)[O-])cc1[N+](=O)[O-]	.	.	19.0%	10µM*	-25.4%	.	.	6.31µM*	.
Cc1n[nH]c(C)c1S(=O)(=O)N1CCC(C(=O)O)CC1	-0.2%	1.1%	5.4%	1.1%	6.2%	4.7%	i	4.0%	-0.4%
COc1ccc(NC(=O)c2nnn(CC(=O)Nc3ccc(C)c(C)c3)c2N)cc1OC	4.2%	-5.8%	.	-3.9%	5.9%	.	i	-0.4%	.
Cc1ccccc1NC(=O)N1C2CCCC1CC(NC(=O)C(C)(C)C)C2 (centres undefined)	2.6%	3.8%	?	-2.6%	-0.5%	17.8%	i	2.4%	-1.0%
Cc1c(C(=O)O)oc2ccc(S(=O)(=O)N3CCCC3)cc12	-0.2%	.	-6.8%	1.1%	0.1%	-0.6%	i	0.4%	-2.2%
COc1ccc(NC(=S)NC2CCCCC2)c(OC)c1	1.1%	-9.6%	-4.6%	-4.4%	-0.5%	-1.6%	i	-3.5%	7.9%
COc1ccc(C(=O)Nc2cc(Cl)ccc2-n2cncn2)c(OC)c1OC	11.8%	-9.7%	-7.4%	-22.2%	-0.1%	-13.5%	i	?	5.9%
O=C(Cn1c(NCCCO)nc2ccccc21)c1ccc(Cl)cc1	2.7%	.	-29.3%	-8.5%	4.1%	-8.5%	i	2.7%	0.7%

Screening data deposited in PubChem BioAssay by National Center for Advancing Translational Sciences (NCATS).

Some of the compounds tested (hit frequency here may not be typical).
